Tau fibril FP: blocks human tau fibril formation measured by polarization; K18 P301L tau heparin fibrillization, Alexa594 FP, 6 h; Potency, µM (series often up to 57.7 µM), inactives show at the top dose activity, negative = inhibition, most hits filed as inhibitors; hit rate 0.39% among 280,000; AID 1468; also: % is scaled to controls: 0 for no effect and ±100 for the full control effect; nearly all actives have a fitted effect of over 55% in size
Target sequence (P10636 561-689 P618L limits assumed): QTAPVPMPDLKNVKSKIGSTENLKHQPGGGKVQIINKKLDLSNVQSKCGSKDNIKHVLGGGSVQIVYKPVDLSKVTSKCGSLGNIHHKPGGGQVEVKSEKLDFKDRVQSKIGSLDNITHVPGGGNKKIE
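Read-out: fluorescence polarization of Alexa 594-labeled tau (0.24 uM), 555 nm excitation, 632 nm emission. Mixtures held 15 uM unlabeled K18 P301L, compound and 20 uM heparin, pH 7 acetate buffer, incubated 6 hr at 37 C.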
TexasRed fluor: Texas Red fluorescence interference in TRb-SRC2 counter-screen; TRb/SRC2 Texas Red total fluorescence interference; Potency, µM (titrated, usually from 106 µM), for the others: at the highest dose fluorescence change, negative = quenching; AID 1479; hit rate 0.29% among 280,000; active = well fitted curve in either direction with a large enough effect; inconclusive = small, poorly fitted or top-dose-only effect; also: % is scaled to controls: 0 for no effect and ±100 for the full control effect
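Human TRb ligand-binding domain at 0.6 uM with 20 nM Texas Red SRC2 peptide in Tris buffer containing 1 uM T3 and 5% DMSO, incubated with compound 5 h at ambient temperature. Total fluorescence (555/632 nm) calculated as parallel + 2 × perpendicular.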
L3MBTL1 inh: blocks human L3MBTL1. hit rate 0.66% among 230,000. AID 485360. Potency, µM (titrated, usually from 57.1 µM), inactives show at the highest dose activity, negative = inhibition, usual class: inhibitors. AlphaScreen L3MBTL1–H3K9me1 peptide binding; also: % is scaled to controls: 0 for no effect and ±100 for the full control effect; nearly all actives have a fitted effect of over 60% in size
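Displacement of a biotinylated histone H3(1-15) peptide monomethylated at Lys9 (75 nM) from L3MBTL1 (50 nM) was measured by AlphaScreen after a 30 min room-temperature compound incubation; cefsulodin titration served as intraplate control.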
Tau fluor counter: counter-screen for tau fibril formation inhibitors. Potency, µM (top dose mostly 57.7 µM), without a hit: top-dose activity change, negative = decrease. tau K18 P301L Alexa594 fluorescence, heparin fibrillization. hit rate 0.93% among 280,000; also: % is scaled to controls: 0 for no effect and ±100 for the full control effect; nearly all actives have a fitted effect of over 55% in size
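Human K18 P301L tau (15 uM unlabeled plus 0.24 uM Alexa 594-labeled, final) in 100 mM sodium acetate pH 7 was mixed with compound and 20 uM heparin and incubated 6 hr at 37 C.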
Tau fibril ThT: inhibitors of human tau fibril formation, thioflavin T binding; P10636; recombinant tau K18 P301L, heparin-induced fibrillization, ThT fluorescence; Potency, µM (series often up to 57.4 µM), inactives show at the top dose activity, negative = inhibition, usual class: inhibitors; hit rate 2.1% among 270,000; also: % is scaled to controls: 0 for no effect and ±100 for the full control effect; nearly all actives have a fitted effect of over 55% in size
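Using a mix of unlabeled (15 uM) and Alexa 594-labeled (0.24 uM) tau K18 P301L, heparin-triggered fibrillization over 6 hr at 37 C was scored by ThT fluorescence.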
HTT ATP protect: protects HTT-Q103 PC12 cells, measured by ATP | PC12 HTT-Q103 induced, cytoprotection, ATP luminescence, 40 h | Potency, µM (top dose mostly 56.4 µM), without a hit: cytoprotection (ATP increase), usual class: activators | hit rate 0.14% among 230,000 | AID 1471;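 also: % of control where 0% means no effect; nearly all actives have a fitted effect of over 45% in size; toxic huntingtin expression switched on by the ecdysone agonist tebufenozide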
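Stable PC12 Q103-GFP cells in serum-supplemented, phenol red-free DMEM; induction by tebufenozide at 100 nM final; compound dose series; cell viability quantified luminescently from ATP.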
RECQ1 inh: RECQ1 (human) helicase inhibition; hit rate 0.54% among 240,000; Potency, µM (highest dose often 57.3 µM), without a hit: top-dose activity, negative = inhibition, actives largely listed as inhibitors; P46063; AID 2549; RECQ1 DNA unwinding, red fluorescence kinetic read;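 also: plate controls were vehicle for no effect and no enzyme for full effect; nearly all actives have a fitted effect of over 30% in size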
Target sequence (P46063 whole entry, looked up): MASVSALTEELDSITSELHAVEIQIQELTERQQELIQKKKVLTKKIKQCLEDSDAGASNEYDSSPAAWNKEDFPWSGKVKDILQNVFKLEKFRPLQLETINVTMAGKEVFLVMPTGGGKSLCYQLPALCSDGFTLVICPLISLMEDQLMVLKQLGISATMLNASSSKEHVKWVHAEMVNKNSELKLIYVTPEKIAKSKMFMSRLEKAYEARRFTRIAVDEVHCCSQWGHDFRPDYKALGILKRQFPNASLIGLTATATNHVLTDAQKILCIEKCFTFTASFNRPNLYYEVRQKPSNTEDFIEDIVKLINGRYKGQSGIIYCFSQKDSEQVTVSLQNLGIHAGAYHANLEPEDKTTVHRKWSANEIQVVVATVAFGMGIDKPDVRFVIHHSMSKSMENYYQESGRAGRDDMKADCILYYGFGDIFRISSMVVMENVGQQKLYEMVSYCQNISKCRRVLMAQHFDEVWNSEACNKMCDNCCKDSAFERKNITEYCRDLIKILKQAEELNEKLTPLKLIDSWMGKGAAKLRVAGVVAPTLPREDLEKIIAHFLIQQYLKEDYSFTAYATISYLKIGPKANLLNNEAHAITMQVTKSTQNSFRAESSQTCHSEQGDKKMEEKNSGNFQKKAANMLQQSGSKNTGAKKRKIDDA
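50 nM RECQ1T1 preincubated 15 min with compound in Tris pH 8.0 buffer with MgCl2, DTT, Tween-20 and 2.5 ug/ml poly(dI-dC); started with 200 nM TAMRA/BHQ-2 forked duplex and 2 mM ATP. Unwinding read as fluorescence (525/598 nm), two reads 2 h apart.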
TRb-SRC2 inh: inhibitors of human thyroid hormone receptor beta-SRC2 interaction; P10828; TRbeta-SRC2 peptide binding, fluorescence polarization; receptor liganded with 1 µM T3; Potency, µM (doses to about 106 µM), inactives show top-dose activity change, negative = inhibition, most hits filed as inhibitors; hit rate 0.065% among 280,000; AID 1469;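 also: plate controls were bound peptide for no effect and peptide without receptor for full effect; nearly all actives have a fitted effect of over 50% in size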
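Polarization signal, normalized between peptide-alone and full complex controls, measured compound effects on T3-liganded human TRb LBD (0.6 uM) binding 20 nM Texas Red SRC2 peptide after 5 hr.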
* marks the source's active call; other numbers are inactive results; i = inactive; ? = inconclusive; · = not tested or not shown; [ ] = remark or other dose. Unless noted, calls follow the shape of the dose curve; as a rule, active = well fitted curve in the direction sought with a large enough effect; inconclusive = small, poorly fitted or top-dose-only effect, or another doubt; inactive = no such curve, though single readings can be large; an effect the other way counts as inactive or inconclusive. Potency is read from the fitted curve at half-maximal effect.

SMILES	Tau fibril FP	TexasRed fluor	L3MBTL1 inh	Tau fluor counter	Tau fibril ThT	HTT ATP protect	RECQ1 inh	TRb-SRC2 inh
Cc1ccc(OCc2nc(-c3cccs3)no2)c([N+](=O)[O-])c1	-2%	-3%	7%	?	?	-58%[inhibitor]	-5%	1%
CC1(C)CC(=O)C2=C(C1)Oc1ncn(Cc3ccco3)c(=N)c1C2c1ccccc1 (stereo unspecified)	2%	2%	-9%	-2%	-13%	1%	-12%	-13%
COc1ccc(NC(=O)N2CCc3c(sc4c3CCCC4)C2c2ccccc2OC)cc1 (stereo unspecified)	5%	-1%	·	-12%	-9%	·	·	3%
CCN(C(=S)NCCOC)c1cccc2ccccc12	-3%	-2%	-2%[2.29 µM]	-5%	-1%	-19%	i	-9%
O=c1oc2c3c(nn2c2ccccc12)CCCC3	2%	-2%	1%	1%	-1%	22%	-9%	-18%
CC(C)C(=O)Nc1c(C(=O)N2CCN(c3ccccc3F)CC2)oc2ccccc12	-5%	1%	·	-14%	-16%	·	·	8%
CCOC(=O)c1cc(C)n(CC2CCC(C(=O)Nc3cccc(C)c3)CC2)c1C (stereo unspecified)	3%	-2%	·	-8%	-5%	·	·	4%
COC(=O)c1ccc(C(=O)OC)c(NC(=S)N2CCN(c3ccccn3)CC2)c1	-4%	-1%	?	-13%	-5%	-8%	-12%	-1%
O=C(c1ccc(COCC(F)(F)F)o1)N1CCCC1	5%	-1%[53 µM]	2%	-1%	0%	-12%[10 µM]	i	-11%[53 µM]
CC(C)C(=O)Nc1nnc(Cc2c[nH]c3ccccc23)s1	-3%	1%	-1%	-8%	0%	4%[10 µM]	-3%	0%
CC(C)CN(CC(C)C)C(=S)Nc1ccc(Cl)cc1	3%	-7%	-5%[11.4 µM]	-16%	4%	10%[10 µM]	i	-4%
Oc1ccc2c(c1)OCO2	·	-1%	·	·	·	-5%	-3%	-1%
COC(=O)C(CCSC)NC(=O)Cn1ncc2c(=O)oc3ccc(C)cc3c21 (stereo unspecified)	-4%	-1%	-17%	-1%	0%	7%[10 µM]	-10%	-8%
COc1cc(CNCCCN2CCOCC2)ccc1OCC(=O)NC(C)(C)C	-1%	2%	9%	2%	4%	-31%	7%	-5%
Cc1ccc2nsnc2c1S(=O)(=O)NC1CC1	0%	-1%	-6%	-2%	-1%	0%[10 µM]	-1%	2%
CC(=O)N1CCC(=NNc2ccnc3cc(Cl)ccc23)CC1	-4%	4%	-11%	-29%	?	-20%	-11%	-8%
Cc1cc(C(=O)O)c(S(C)(=O)=O)s1	1%	0%	8%	-8%	-2%	19%	-4%	3%
COCc1nnc(NC(=O)c2ccc(NC(=O)C(C)C)cc2)s1	-7%	0%	7%	-9%	-7%	13%	-13%	0%
O=C1CC(c2nc3ccccc3n2CCC2CCCCC2)CN1c1ccccc1Cl (stereo unspecified)	-12%	-1%	·	-16%	?	·	·	-10%
COc1ccc2nc(NC(=O)CCc3nc(-c4ccccc4F)no3)sc2c1	-11%	2%	-13%	-11%	?	10%	i	4%
O=C1/C(=C\c2ccc3c(c2)OCO3)CCC/C1=C/c1ccc2c(c1)OCO2	-7%	-1%	-28%	-23%	4.5µM*	-40%[inhibitor]	-5%	-13%
CCn1c(CNc2ccc(OC)cc2)nnc1SCC(=O)Nc1ccc(F)cc1	9%	-1%	-5%	-14%	-11%	5%[1.9 µM]	-4%	-11%
CCOc1ccc(NC(=O)C2CC(=O)N=C(N)S2)cc1 (stereo unspecified)	3%	-1%	·	1%	5%	-2%	7%	13%
O=C(COC(=O)c1n[nH]c2ccccc12)Nc1ccc(S(=O)(=O)N2CCCC2)cc1	?	-1%	·	-22%	6%	8%[10 µM]	i	-2%
CC(C)C(CC(=O)N1CCCCC1)C1CCOC(C)(C)C1 (stereo unspecified)	2%	0%	-22%	7%	3%	13%[10 µM]	i	-17%
CC(C)(C)n1cnc(C(N)=O)c1N	1%	-7%	-4%	7%	10%	13%[10 µM]	-2%	0%
CN(C)c1ccc(C(=O)OCC(=O)N2CCCCCC2)cc1	10%	0%	5%	10%	-1%	-13%	-4%	4%
Clc1cccc(N2CCN(c3nc4ccccc4c4nc(-c5cccnc5)nn34)CC2)c1	-4%	0%	·	-17%	-12%	·	·	-3%
O=c1oc2ccc3ccccc3c2cc1-c1nnc(Nc2cccc(F)c2)s1	-5%	-1%	·	-3%	-12%	·	·	-2%
COc1ccc(-c2c(C#N)c(N)nc3sc(C(=O)c4ccccc4)c(N)c23)cc1	-10%	1%	13%	-25%	-2%	-11%[10 µM]	2%	9%
O=C(CSc1nnc(-c2ccccn2)n1-c1ccccc1)Nc1ccc2c(c1)OCO2	4%	0%	·	-3%	3%	-20%	-3%	4%
CC(=O)c1c(C)[nH]c(C(=O)N2CCN(c3cc(Cl)ccc3C)CC2)c1C	2%	3%	·	-4%	-13%	-48%[inhibitor]	-6%	-13%
Cc1ccc(C)c(Cn2c(=O)n(-c3ccc(Cl)cc3)c(=O)c3c(C)c(C)sc32)c1	0%	-2%	·	-3%	1%	·	·	-1%
COc1ccnc(Oc2cc(Cl)cc(Cl)c2)c1C#N	?	2%	2%	-17%	-5%	-18%[10 µM]	-11%	-3%
CCOC(=O)/C=C(\C)Nc1cc(C)nn1-c1ccccc1	1%	1%	-1%	6%	10%	-8%	-8%	5%
O=C(COc1ccc([N+](=O)[O-])cc1)N/N=C/c1cc([N+](=O)[O-])ccc1N1CCOCC1	-3%	-3%	-8%	-26%	4µM*	34%[10 µM]	-3%	-5%
COc1ccc(C(=O)Nc2nc(-c3nnn(-c4ccc(F)cc4F)c3C)ns2)cc1	?	1%	·	-9%	0%	·	·	-2%
O=S(=O)(c1ccc(NC(=S)NCc2cccnc2)cc1)N1CCCCC1	?	-3%	?	?	4%	-49%[inhibitor][10 µM]	-7%	0%
c1ccc(COc2ccc(OCCOCCn3cncn3)cc2)cc1	-4%	-1%	0%	-6%	-12%	-19%[10 µM]	-1%	-12%
CCc1ccccc1NC(=O)CN(c1cc(C(F)(F)F)ccc1Cl)S(=O)(=O)c1ccccc1	2%	-1%	·	-21%	-4%	·	·	1%
Cc1cccc(NC(=O)CN2C(=O)S/C(=C\c3cccn3-c3cccc(C(=O)O)c3)C2=O)c1	9%	-3%	?	-4%	-15%	11%[10 µM]	-10%	-3%
CCc1ccc2c(c1)C1(NN=C(c3cccc4ccccc34)S1)C(=O)N2 (stereo unspecified)	13%	0%	?	?	16µM*	-5%[10 µM]	-13%	-9%
COc1cc(/C=C(\NC(C)=O)C(=O)NC(C)(C)CC(C)(C)C)ccc1OC(C)=O	6%	1%	7%	3%	-2%	-15%[10 µM]	0%	-4%
CC(=O)c1ccc([C@@H]2C[C@]34CN(Cc5cccc(C(F)(F)F)c5)S(=O)(=O)[C@H]3C[C@H]2O4)cc1	-6%	-1%	·	-17%	-9%	2%[10 µM]	-19%	1%
COc1ccc(S(=O)(=O)NCC(c2ccco2)N2CCN(c3ccc(F)cc3)CC2)cc1 (stereo unspecified)	5%	0%	·	?	-11%	·	·	-8%
O=C(COC(=O)CC1CC2CCC1C2)Nc1cccc(S(=O)(=O)NC2=NCCCCC2)c1 (stereo unspecified)	-2%	0%	·	-18%	-5%	-23%	-5%	4%
COc1ccc(Nc2nc3ccccc3c3nnc(C)n23)cc1Cl	0%	-2%	·	?	?	·	·	-2%
CC[C@@H](C)[C@H](NS(=O)(=O)c1ccc(C)cc1)C(=O)N1CCC(C(=O)NCC(=O)O)CC1	0%	0%	-2%	-9%	-15%	-17%[0.074 µM]	-1%	-12%
O=C(NC1CCCC1)C1CCN(C(=O)NCc2ccccc2)CC1	4%	-6%	·	0%	-3%	-13%	-12%	-2%
Cc1ccc(C(=O)NN(CCC(=O)NC(C)(C)C)C2=NS(=O)(=O)c3ccccc32)cc1	7%	-1%	7%	0%	-1%	20%[10 µM]	-12%	-2%
CC1CCC/C(=N/Nc2nc3ccccc3s2)C1 (stereo unspecified)	-6%	-9%	-54%	?	?	-31%[inhibitor]	-8%	-7%
COc1cc(/C=c2\sc3nc(-c4ccncc4)nn3c2=O)ccc1OC(C)=O	-9%	-2%	5%	-8%	?	-5%	i	-4%
CCCNC(=O)/C=C/C(=O)O	-4%	1%	·	-1%	-3%	-11%	i	-6%
CC(C)NC(=O)C(=O)c1cn(C)c2ccccc12	-1%	1%	·	-7%	-5%	-1%	8%	0%
CCCC1=[N+](CC(=O)c2ccc(C)cc2)CCn2cccc21	11%	-3%	7%	-7%	-10%	-14%[1.9 µM]	-2%	2%
Cc1ccc(C(C2C(=O)CC(C)(C)CC2=O)C2C(=O)CC(C)(C)CC2=O)s1	-14%	-2%	-4%	1%	-9%	-37%	-3%	-5%
COc1ccc(Nc2ccc(Nc3ccc(OC)cc3)nn2)cc1	6%	-4%	-2%	-25%	?	27%[10 µM]	-9%	2%
CC(C)CCN(Cc1ccco1)C(=O)Cn1ncc2c([nH]c3ccccc32)c1=O	-2%	?	·	-4%	-1%	·	·	-6%
Cc1ccc(-c2nc3ccccc3[nH]c2=O)cc1	-1%	2%	-3%	-17%	-9%	-11%[10 µM]	-1%	-2%

Structural class, the entries above containing a cyano group.
SMILES	Tau fibril FP	TexasRed fluor	L3MBTL1 inh	Tau fluor counter	Tau fibril ThT	HTT ATP protect	RECQ1 inh	TRb-SRC2 inh
COc1ccc(-c2c(C#N)c(N)nc3sc(C(=O)c4ccccc4)c(N)c23)cc1	-10%	1%	13%	-25%	-2%	-11%[10 µM]	2%	9%
COc1ccnc(Oc2cc(Cl)cc(Cl)c2)c1C#N	?	2%	2%	-17%	-5%	-18%[10 µM]	-11%	-3%

Only part of the results is shown, so the mix of outcomes need not match the whole.
